# Bioassay records: PubChem, Sanford-Burnham Center for Chemical Genomics
# A3G deaminase – inhibitors of human APOBEC3G DNA deaminase | inhibition, % at 20 µM | hit rate 0.28% among 330,000 | Q9HC16 | recombinant A3G, ssDNA deamination FAM/TAMRA fluorescence;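 active = inhibition of at least 40% at 20 µM, with no more than 30% in the related APOBEC3A deaminase screen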;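 note: plate controls were DMSO wells with A3G for no effect and wells lacking A3G enzyme for full effect; some compounds called inactive have numbers as strong as hits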
# SENP8 block-1 – blocks the human protease SENP8 | AID 2540 | Q96LD8 | hit rate 1.2% among 330,000 | inhibition, % at 10 µM | purified SENP8, Z-RLRGG-aminoluciferin cleavage, luminescence; in the data active = inhibition above about 50%
# Apaf1 inhib – inhibitors of human Apaf-1 apoptosome; reconstituted apoptosome caspase-3 activity, DEVD-Rh110 fluorescence; inhibition, % at 20 µM; hit rate 0.71% among 330,000; AID 489030; active = inhibition of at least 40% at 20 µM;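 note: plate controls were DMSO wells for no effect and DEVD-CHO caspase inhibitor wells for full effect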
# Target sequence (O14727 whole entry, looked up): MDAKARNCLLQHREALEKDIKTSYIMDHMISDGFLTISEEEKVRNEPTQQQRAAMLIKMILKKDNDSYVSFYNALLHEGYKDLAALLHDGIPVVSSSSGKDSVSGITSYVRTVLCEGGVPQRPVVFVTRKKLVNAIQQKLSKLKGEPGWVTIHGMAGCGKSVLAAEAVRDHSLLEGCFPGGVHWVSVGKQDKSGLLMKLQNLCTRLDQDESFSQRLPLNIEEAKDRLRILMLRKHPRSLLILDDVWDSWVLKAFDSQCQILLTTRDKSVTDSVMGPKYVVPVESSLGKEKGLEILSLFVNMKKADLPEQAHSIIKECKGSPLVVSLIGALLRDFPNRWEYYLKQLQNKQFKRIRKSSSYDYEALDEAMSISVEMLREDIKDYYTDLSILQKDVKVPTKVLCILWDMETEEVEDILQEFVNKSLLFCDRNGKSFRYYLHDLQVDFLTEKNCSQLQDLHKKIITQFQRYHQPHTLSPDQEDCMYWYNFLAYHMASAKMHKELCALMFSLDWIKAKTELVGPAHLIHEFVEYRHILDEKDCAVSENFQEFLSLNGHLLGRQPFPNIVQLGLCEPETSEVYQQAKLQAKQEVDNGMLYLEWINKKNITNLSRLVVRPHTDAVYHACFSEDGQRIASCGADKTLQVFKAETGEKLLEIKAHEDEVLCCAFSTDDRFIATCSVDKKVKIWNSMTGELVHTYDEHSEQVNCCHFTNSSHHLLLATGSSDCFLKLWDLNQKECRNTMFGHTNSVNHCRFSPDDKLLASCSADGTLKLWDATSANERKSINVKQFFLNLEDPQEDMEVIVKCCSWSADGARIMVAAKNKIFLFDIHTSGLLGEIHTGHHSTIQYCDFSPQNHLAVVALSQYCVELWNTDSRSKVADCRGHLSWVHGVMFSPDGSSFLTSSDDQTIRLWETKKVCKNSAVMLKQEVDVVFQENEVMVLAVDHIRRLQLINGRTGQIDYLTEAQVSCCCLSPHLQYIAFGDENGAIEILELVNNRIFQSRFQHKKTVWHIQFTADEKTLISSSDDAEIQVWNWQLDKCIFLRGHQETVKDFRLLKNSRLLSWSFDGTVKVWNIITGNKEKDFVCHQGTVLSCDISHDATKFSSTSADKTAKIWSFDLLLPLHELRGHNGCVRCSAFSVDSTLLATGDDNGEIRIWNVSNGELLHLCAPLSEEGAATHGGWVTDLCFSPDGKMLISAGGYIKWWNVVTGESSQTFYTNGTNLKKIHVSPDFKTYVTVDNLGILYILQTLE
#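 Medium: Hepes buffer, pH 7.5 / System: biochemical Apaf-1 apoptosome reconstitution / Measured by: Rh110 fluorescence, excitation 480 nm, emission 540 nm / Times: compound with Apaf-1, dATP, procaspase-3 30 min, then 50 min reaction, room temperature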
# UBC13 inh – human UBC13 polyubiquitination inhibition; P61088; UBC13 polyubiquitin chain formation, TR-FRET; inhibition, % at 20 µM; hit rate 0.47% among 330,000; in the data active = inhibition above about 45%, passing the limit was not always enough
# SENP1 inh – blocks the human SENP1 SUMO protease catalytic domain; Q9P0U3; recombinant SENP1 catalytic domain, CyPet-SUMO1-YPet FRET cleavage; inhibition, % at 10 µM; hit rate 0.21% among 360,000; AID 624204;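 active = inhibition at least 30% at 10 µM, raw YFP signal under a set limit, fluorescence ratio 0.5 to 1.5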;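 note: 0% = enzyme with DMSO and 100% = no enzyme wells; some results filed as inactive read as strong as hits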
#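 Compound: 10 µM single point, 0.5% DMSO; Test system: hSENP1 catalytic domain, recombinant; Timing: 50 min reaction at room temperature; Technique: FRET, CFP and YFP emission; Control set: no-enzyme wells low, DMSO-plus-enzyme wells high control.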
# SENP6 inh – blocks the human protease SENP6 | Q9GZR1 | Recombinant SENP6 catalytic domain, aminoluciferin luminescence | hit rate 1.8% among 330,000 | inhibition, % at 10 µM;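 active = inhibition above about 50% at the single tested dose, limit read from the data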;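 note: plate controls were DMSO wells with enzyme for no effect and DMSO wells lacking enzyme for full effect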
# SENP8 block-2 – blocks human SENP8 cleavage of Nedd8 substrate; Q96LD8; recombinant SENP8, Nedd8 substrate fluorescence; inhibition, % at 20 µM; hit rate 0.64% among 360,000; AID 602440; in the data active = inhibition mostly above about 40%, no sharp cut-off; inactive = mostly below about 27%
# SENP7 inh – blocks the human protease SENP7; inhibition, % at 5 µM; recombinant SENP7, Z-RLRGG-aminoluciferin luminescence, 40 min; hit rate 1.5% among 330,000;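 active = inhibition above about 50% at the single test dose, limit read from the data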;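 note: plate controls were DMSO with enzyme for no effect and no enzyme buffer wells for full effect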
# * = called active by the depositor.
SMILES,A3G deaminase,SENP8 block-1,Apaf1 inhib,UBC13 inh,SENP1 inh,SENP6 inh,SENP8 block-2,SENP7 inh
O=C(O)C1CCN(C(=O)c2ccc3c(c2)OCO3)CC1,-8.8,1.6,-7.0,-1.3,1.1,2.3,7.9,4.8
CC1=C(C)/C(=N\OS(=O)(=O)c2ccccc2)C=CC1=O,-2.6,2.0,0.1,-12.2,2.4,-5.8,20.6,-3.3
CSc1n[nH]c(N)c1S(=O)(=O)c1ccc(Cl)cc1,-3.4,-2.0,2.0,5.7,0.9,-9.7,14.1,0.9
COc1ccc(OC)c(NC(=S)NCCN2CCOCC2)c1,-1.2,-0.5,-8.4,5.6,-1.9,19.8,22.5,0.1
CCc1ccc(C2CC(=O)N3CN(c4ccccc4)CSC3=C2C#N)cc1 (stereo not drawn),39.6,8.3,14.6,-74.7,-50.2,3.7,-40.6,15.0
COC(=O)/C(=C/Nc1ccccc1)[N+](=O)[O-],-3.1,1.0,-14.9,-7.3,1.2,-7.4,2.8,-7.4
CCOC(=O)N1CCN(C(=O)CSc2ccc(C(F)(F)F)cc2[N+](=O)[O-])CC1,-7.2,0.3,10.6,-0.6,0.2,9.5,18.3,-2.0
Cc1cc(O)cc2c1C(=O)/C(=C/c1ccco1)O2,-1.6,63.5*,6.2,-7.5,-21.0,66.7*,-71.2,1.5
Cc1ccc2c(C)c(C(=O)NCc3ccc(S(N)(=O)=O)cc3)oc2c1,-3.2,-5.1,17.7,4.7,-2.5,-3.2,-5.7,-4.2
CN(C)C(=O)CN1CCN(c2nc3nonc3nc2N2CCCCC2)CC1,-4.0,9.0,-1.4,-13.0,-0.6,4.0,10.0,2.3
Cc1cccc(NCC(=O)N/N=C\c2cccn2C)c1,0.3,-13.0,4.4,-2.7,0.8,-15.9,18.5,-13.4
CCC(C)NC(=O)C1CCC(CNS(=O)(=O)c2ccc3c(c2)CC(C)N3C(=O)C2CC2)CC1 (stereo not drawn),-3.7,8.9,4.1,-12.0,-0.2,7.2,8.8,2.1
Nc1cc(N)nc(SCc2cccc(F)c2)n1,-3.7,-12.0,-13.0,-4.1,-2.5,17.3,8.7,16.2
Cc1ccc(S(=O)(=O)NN=C2CCC(C(C)(C)C)CC2)cc1[N+](=O)[O-] (stereo not drawn),-6.7,-4.8,0.8,-5.7,1.2,-17.1,4.2,-9.3
CCOC(=O)CCc1c(C)nc2cc(-c3ccccc3OC)[nH]n2c1=O,-8.0,7.3,-0.4,4.4,0.6,5.0,-68.5,13.8
Cc1cc(C)c2c(CN3CC(C)OC(C)C3)cc(=O)oc2c1C (stereo not drawn),-10.2,-0.1,6.3,6.0,1.5,3.5,3.1,5.9
CC(C)(C)OC(=O)C[C@@H]1C/C=C\C[C@H](CC(=O)N[C@H](CO)Cc2ccccc2)C(=O)N2CCC[C@H]2COC1=O,-3.1,0.2,11.1,-3.1,4.1,-10.9,8.6,12.5
Cc1cc(=O)oc2cc(OCC(=O)N(C)C3CCS(=O)(=O)C3)c(Cl)cc12 (stereo not drawn),-5.7,-5.1,-3.7,-2.0,2.2,4.3,-144.6,-4.6
Cc1ccc(/C=C2\CCn3c2nc2cc(C(=O)O)ccc2c3=O)c(C)c1,-9.0,9.3,11.0,-3.1,2.4,-3.2,-286.3,-5.1
CC(C)C(NS(=O)(=O)c1cccc2nsnc12)C(=O)Nc1nccs1 (stereo not drawn),-3.2,0.9,-21.8,2.0,-19.3,-11.6,6.7,-1.1
COc1cc(NC(=O)CSc2nnc3ccc(-c4ccncc4)nn23)cc(OC)c1,-6.8,0.5,-25.8,14.3,2.8,2.6,12.6,4.2
C=CC(=O)OCCOCCOCCOCCOC(=O)C=C,-11.7,6.6,-5.6,7.9,0.8,-10.7,0.2,0.8
CCNC(=O)CC1SC(=Nc2ccc(C)cc2)NC1=O (stereo not drawn),-0.6,-2.0,-4.1,6.4,-0.2,8.4,7.8,2.0
CN(C)c1ccc(/C=c2\sc3n(c2=O)CCCN=3)cc1,-3.5,73.7*,7.6,-42.0,-18.2,87.0*,-14.2,67.9*
COc1ccc(NC(=S)N(CCc2c(C)[nH]c3ccc(C)cc23)Cc2cccs2)cc1,-8.7,-3.7,4.0,-9.0,-2.5,-7.8,5.9,7.6
Cc1ccnc(NC(=O)CCC(=O)N(CC(=O)NCc2ccc(F)cc2)CC2CCCO2)c1 (stereo not drawn),-2.4,0.5,-0.7,-4.3,3.6,-3.2,9.3,-6.2
COC(=O)C1=CN(Cc2ccc(OC)cc2)C=C(C(=O)OC)C1c1cc(OC)c(OC)c(OC)c1,-6.5,1.5,17.1,10.6,-160.9,7.1,-295.6,0.8
CC1CCN(C(=O)c2[nH]cnc2C(=O)Nc2cccc(Cl)c2)CC1,-5.7,3.9,6.3,1.7,-2.5,4.0,17.0,9.0
Cn1cc(CN2CCC(Oc3ccc(C(=O)N4CCCCC4)cc3)CC2)cn1,-11.7,-1.3,-1.3,-9.4,1.5,1.8,13.0,16.2
COc1ccccc1COCC(O)CNCC1(N2CCCCC2)CCCCC1 (stereo not drawn),0.6,-1.2,4.8,-0.7,-0.3,-6.2,11.2,8.2
Cc1cc(C)nc(N/N=C/C=C/c2ccccc2)n1,-3.0,-10.4,2.8,-27.7,0.5,7.2,2.6,-5.9
O=C(O)C1=C[C@H](c2cccs2)C[C@H](OCCCCO)O1,-14.5,-5.0,-6.9,-7.9,-0.8,-8.7,-10.6,-6.0
O=C(COc1ccc(Br)cc1)Nc1ccc2oc(=O)ccc2c1,-5.6,-4.7,-6.0,10.9,-1.0,-2.4,-208.0,4.3
NS(=O)(=O)c1ccc(NC(=O)CN2CCc3ccccc3C2)cc1,-13.7,4.8,0.2,-2.0,-3.5,-9.2,6.4,-0.5
CSCCC(NC(N)=O)C(=O)Nc1cccc(C#N)c1 (stereo not drawn),-8.8,2.7,-1.4,2.7,-0.3,-19.2,4.9,-4.3
c1ccc2c(c1)SCc1nnc(-c3ccncc3)n1-2,-8.2,-7.3,-15.5,6.9,-0.4,-9.7,12.2,5.7
Cc1nn(CC(=O)Nc2ccc3c(c2)nc2n3CCN(C3CCCCC3)C2)c(=O)c2ccccc12,22.7,2.2,-19.5,10.4,-33.7,2.5,-467.9,-0.7
CCS(=O)(=O)c1ccc(C(=O)Nc2cccc(Cl)c2)c(Cl)c1Cl,-3.1,-7.8,13.3,-5.4,-1.8,-17.0,22.0,-12.6
COc1cc2c(cc1OC)C(c1cccs1)NCC2 (stereo not drawn),-8.6,1.5,-3.5,1.0,2.0,23.5,20.8,1.7
COc1ccc(Cc2nnc(NC(=O)c3c(-c4ccccc4)noc3C)s2)cc1OC,-5.9,5.0,0.5,0.8,-5.5,2.6,-4.9,-4.0

# One compound at a time, as listed above. Order of values: A3G deaminase, SENP8 block-1, Apaf1 inhib, UBC13 inh, SENP1 inh, SENP6 inh, SENP8 block-2, SENP7 inh
# Cc1ccnc(NC(=O)CCC(=O)N(CC(=O)NCc2ccc(F)cc2)CC2CCCO2)c1 (stereo not drawn) in the list: -2.4, 0.5, -0.7, -4.3, 3.6, -3.2, 9.3, -6.2
# COc1ccc(NC(=S)N(CCc2c(C)[nH]c3ccc(C)cc23)Cc2cccs2)cc1 in the list: -8.7, -3.7, 4.0, -9.0, -2.5, -7.8, 5.9, 7.6
# Cc1ccc(/C=C2\CCn3c2nc2cc(C(=O)O)ccc2c3=O)c(C)c1 in the list: -9.0, 9.3, 11.0, -3.1, 2.4, -3.2, -286.3, -5.1
# COc1cc2c(cc1OC)C(c1cccs1)NCC2 (stereo not drawn) in the list: -8.6, 1.5, -3.5, 1.0, 2.0, 23.5, 20.8, 1.7

# (more compounds)
SMILES,A3G deaminase,SENP8 block-1,Apaf1 inhib,UBC13 inh,SENP1 inh,SENP6 inh,SENP8 block-2,SENP7 inh
COc1ccc(C(=O)OCC(N)=O)cc1[N+](=O)[O-],-2.0,-7.9,1.3,-12.9,1.0,-1.8,5.5,-0.4
Cc1cccc2nc(-c3ccccc3)nc(N3CCC(O)(c4ccc(Cl)cc4)CC3)c12,3.8,-2.5,14.8,4.5,-0.8,-0.4,-72.4,7.8
COc1ccc(C2C(C(C)=O)=C(O)C(=O)N2c2ccc(Br)cn2)cc1 (stereo not drawn),-6.9,-10.6,-2.9,-20.1,-3.9,0.8,-130.9,8.5
CCCCc1ccc(NC(=O)Nc2c(C)n(C)n(-c3ccccc3)c2=O)cc1,-3.4,7.0,14.0,-1.1,0.4,3.0,16.0,3.3
C=CCn1cc(/C=C/c2cc[n+](C)cc2)c2ccccc21,-15.7,9.0,4.7,-169.9,-27.6,24.0,4.3,-3.1
O=C(NC1CCCc2c1cnn2-c1ccc(F)cc1F)c1ccccc1N1CCOCC1 (stereo not drawn),-11.4,-10.4,17.5,-1.9,-2.7,-10.4,-10.9,-4.2
Clc1ccc(-c2nnc(-c3cccc4ccccc34)o2)cc1Cl,-7.4,-13.0,-2.1,7.4,0.4,-17.0,-384.5,6.0
NC(=O)CCn1nc(-c2ccc(Cl)cc2)c2ccccc2c1=O,1.2,3.7,0.3,0.1,0.9,-7.6,8.3,8.4
O=C(COC(=O)c1cccc([N+](=O)[O-])c1)Nc1ccc(Cl)cn1,-5.4,-2.0,1.8,-0.8,-0.3,2.2,-7.7,-0.7
CC1=C(C(=O)Nc2ccccc2C)C(c2cccs2)NC(=S)N1 (stereo not drawn),-2.6,-9.8,2.0,-14.1,1.8,-5.9,-2.7,1.2
CC(=O)Nc1ccc(S(=O)(=O)/N=C2/NC(=O)/C(=C\c3ccco3)S2)cc1,14.5,6.0,-2.9,-4.9,12.0,-13.9,-20.4,-1.6
CC1(C)C2CC=C(/C=N/NC(=O)c3ccc(Cl)cc3)C1C2 (stereo not drawn),2.3,-0.6,6.7,-11.2,0.9,-12.5,13.2,-2.6
Cc1cc(-c2ccccc2)n2nc(N)nc2n1,-2.8,-4.8,-5.7,-0.3,2.8,-11.7,-418.5,-2.6
CC1CC(c2ccccc2)NS(=O)(=O)O1 (stereo not drawn),-6.4,3.5,-8.8,4.1,-0.7,-9.8,13.0,-9.3
S=C(NC1CCCC1)NC1CCCC1,-4.5,0.9,0.2,4.7,-0.4,-23.7,13.6,-2.8
COc1ccc(C(=O)COC(=O)CNC(=O)c2ccc(C)s2)c(OC)c1,-5.6,1.3,-12.2,2.5,0.6,-4.1,3.3,-0.9
Cc1ccc(C(=O)OCC(=O)Nc2ccccc2Sc2ccccc2)cc1C,-3.8,3.8,16.3,-2.3,2.4,-3.1,15.9,4.0
COc1ccc(CCNS(=O)(=O)c2cn(C)c(=O)n(C)c2=O)cc1,-1.8,-4.2,3.5,-8.7,-0.6,-14.1,2.9,-3.5
O=C(CNC(=O)c1ccccc1C(F)(F)F)N/N=C/c1cccs1,-4.1,6.2,-2.0,7.6,1.9,-0.1,9.3,-2.8
CCCCCCn1c(SCC(C)C)nc2c1c(=O)[nH]c(=O)n2C,8.5,5.1,19.3,-13.2,0.3,1.7,20.6,2.3
O=C(Nc1ccc(S(=O)(=O)N2CCOCC2)cc1)c1cccnc1,2.5,-5.6,-6.3,-8.4,0.1,-10.6,12.8,-6.4
COc1ccc(NC(=O)COC(=O)CCC(=O)c2cccs2)cc1OC,-0.1,5.6,-6.4,-0.2,8.3,11.4,3.3,8.5
COc1ccc(CCNC(=O)C2CCCN(S(C)(=O)=O)C2)cc1 (stereo not drawn),-8.9,8.8,-13.9,-0.7,2.1,-3.0,8.2,4.9
COc1ccc(-c2cc(C(F)F)n3ncc(C(=O)N4CCc5ccccc54)c3n2)cc1,-1.6,-4.9,14.0,-1.7,-4.8,-1.0,-105.3,-6.5
CSc1ccccc1NC(=O)CN(C)C(=O)/C=C/c1ccccc1,-3.2,-2.9,-3.9,-3.1,2.1,-8.9,1.1,-0.7
